Screening data from PubChem.
tim23-1 inh: growth inhibitors of tim23-1 mutant yeast, primary screen, luminescence, uHTS; S. cerevisiae tim23-1 growth, BacTiter-Glo luminescence, 24 h; inhibition, % at 20 µM; 330,000 tested, 1.3% active;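 active = growth inhibition of the mutant yeast at or above 50%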;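 note: temperature-sensitive mutant grown at 25 °C; plate controls were DMSO-treated mutant yeast for no effect and medium wells lacking yeast for full effect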
APJ ag: agonists of human apelin receptor APJ, primary screen, CHO-K1 cells, PathHunter beta-arrestin, luminescence. P35414. 0% DMSO wells, 100% apelin. 330,000 tested, 0.11% active. activation, % at 20 µM;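 active = activation more than six SD over the plate average, tested at 20 µM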;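 note: 0% = DMSO alone and 100% = apelin-13 at 10 nM; some results filed as inactive read as strong as hits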
Target sequence (P35414 whole entry, looked up): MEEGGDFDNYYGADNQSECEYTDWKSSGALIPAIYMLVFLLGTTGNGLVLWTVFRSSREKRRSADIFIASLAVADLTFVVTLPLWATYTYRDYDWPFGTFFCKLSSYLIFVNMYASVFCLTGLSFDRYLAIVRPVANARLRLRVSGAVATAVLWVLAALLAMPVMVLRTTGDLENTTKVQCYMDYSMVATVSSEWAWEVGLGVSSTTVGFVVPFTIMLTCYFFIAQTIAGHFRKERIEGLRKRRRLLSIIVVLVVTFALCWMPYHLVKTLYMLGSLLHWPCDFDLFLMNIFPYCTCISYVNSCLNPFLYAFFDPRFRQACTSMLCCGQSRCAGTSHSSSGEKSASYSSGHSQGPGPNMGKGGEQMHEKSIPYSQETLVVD
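Test system: CHO-K1 APJ beta-arrestin complementation cell line | Compound: Single test compound dose, 20 µM final, 1% DMSO | Incubation: Compound 90 min 25 °C, reagent 1 h | Measured by: beta-gal luminescence | Read-out basis: APJ–arrestin association signal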
Jurkat NFkB inh: inhibitors of induced NF-kB luciferase reporter, primary screen, TCR NF-kB activation inhibitor project, cell-based, luminescence, uHTS. Jurkat, PMA/ionomycin-induced NF-kB luciferase reporter. inhibition, % at 4 µM. 330,000 tested, 0.53% active; in the data active = inhibition above about 50%
697 NFkB inh: inhibitors of PMA/ionomycin-induced NF-kB reporter, 697 cells, primary screen, B-cell NF-kB inhibitor project, cell-based, luminescence, uHTS. 697 B-cell NF-kB luciferase reporter, 16 h. inhibition, % at 4 µM. 330,000 tested, 0.33% active. AID 435022, 2010; in the data active = inhibition above about 35%
CHOP UPR activ: activators of apoptotic CHOP UPR arm, primary screen, cell-based, CHO-CHOP luciferase reporter, luminescence, uHTS; activation, % at 10 µM; UPR activation; percent of tunicamycin response over DMSO baseline; 330,000 tested, 0.34% active;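 active = at 10 µM dose, activation of 40% or more, normalized to positive control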;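 note: 100% = tunicamycin at 10 µg/mL and 0% = DMSO alone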
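assay system = CHO CHOP reporter cells | amount = 500 CHO-CHOP cells per well | buffer or medium = F12 with 10% FBS | incubation = 16-18 h cell attachment, then 6 h compound exposure, 37 °C | detection = luminescence read with Steady-Glo | read-out = percent activation relative to tunicamycin control | controls = tunicamycin high control, DMSO low control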
Mdm2-MdmX inh: inhibitors of human Mdm2-MdmX association, primary screen, cell-based, luminescence, split luciferase, SaOS-2, uHTS; SaOS-2 split-luciferase Mdm2/MdmX complementation; inhibition, % at 8 µM; 330,000 tested, 3% active; AID 485346, 2010;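 active = inhibition of at least 50% at 8 µM in the primary screen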
APJ antagonist: antagonists of human apelin receptor APJ, primary screen, CHO-K1 cells, beta-arrestin complementation, luminescence. 330,000 tested, 0.32% active. inhibition, % at 20 µM. AID 2521, 2010;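 active = inhibition above about 40% at 20 µM, limit read from the data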;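 note: cells challenged with 10 nM apelin-13 agonist together with compound; plate controls were apelin-13 plus DMSO wells for no effect and DMSO wells lacking apelin-13 for full effect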
UPR XBP1 act: activators of adaptive XBP1 UPR arm, primary screen, cell-based, CHO-XBP1 luciferase reporter, luminescence, uHTS; IRE1-XBP1 UPR activation; percent of tunicamycin response, DMSO as zero; activation, % at 20 µM; 330,000 tested, 0.33% active;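 active = versus positive control, 20 µM dose yields 30% or more activation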;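 note: 100% = tunicamycin at 10 µg/mL and 0% = DMSO only wells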
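assay system = CHO-XBP1 luciferase reporter cells | amount = 1000 cells/well | buffer or medium = F12 plus 10% FBS | compound dosing = single point, 20 µM final compound, 1% DMSO | incubation = 16-18 h cell attachment at 37 °C, then 6 h compound exposure | detection = Steady-Glo luminescence read | controls = tunicamycin 10 µg/mL and vehicle-only wells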
Numbers without * were called inactive.

SMILES	tim23-1 inh	APJ ag	Jurkat NFkB inh	697 NFkB inh	CHOP UPR activ	Mdm2-MdmX inh	APJ antagonist	UPR XBP1 act
O=C(NCCOc1ccccc1Cl)c1ccc2c(c1)S(=O)(=O)c1cc(Cl)ccc1C2=O	7.1	12.4	2.2	15.7	0.9	3.0	-7.3	-3.0
CCn1ncc(C2=NOC(C(=O)Nc3c(C)n(C)n(-c4ccccc4)c3=O)C2)c1C (configuration not stated)	7.3	-3.0	15.2	5.2	-1.3	-0.8	24.4	-0.2
Cc1ccc(NC(=O)N2CCc3ccccc3C2)c(C)c1	14.9	-0.5	-30.3	0.0	3.9	-10.4	11.3	-2.6
O=c1[nH]c(C2CCN(S(=O)(=O)c3ccc4c(c3)OCCO4)CC2)nc2c1nnn2Cc1cccc(F)c1	9.3	0.0	18.0	8.0	0.8	32.1	24.0	-3.0
NS(=O)(=O)c1ccc(CNC(=O)/C=C/c2cccc(Cl)c2)cc1	-3.0	0.7	-10.4	4.2	0.0	-0.7	5.6	-1.1
CC(C)(C)NC(=O)COC(=O)c1cncc(Br)c1	1.2	3.3	0.1	32.2	-0.7	16.9	-7.2	0.2
Cc1ccccc1OCc1nc(C#N)c(N2CCCC2)o1	12.5	-2.9	17.9	9.5	-0.6	21.1	11.0	1.1
C=CCC[C@@H](Cc1ccc(F)cc1)C(=O)OC[C@@H](NC(=O)[C@H](CC=C)CC(=O)NCCO)C(C)(C)C	-8.3	-1.3	-13.3	-5.3	1.9	0.2	-4.2	-2.3
O=C(CSc1ncn[nH]1)N1c2ccccc2Sc2ccccc21	8.6	-2.5	-11.3	4.0	0.0	23.5	2.0	-1.9
CC(C)c1ccc(C(=O)N2CCN(c3cnn(C)c(=O)c3Cl)CC2)cc1	16.3	-1.2	6.1	23.8	1.1	3.0	11.8	-0.3
CC(=O)c1ccc(N2CCCCCC2)c(F)c1	5.8	-0.1	-0.2	7.9	2.3	5.7	6.7	1.2
Cc1cc(=O)oc2cc(NC(=O)c3ccc(OC(F)F)cc3)ccc12	-4.0	3.8	-111.8	-57.8	6.5	27.4	2.8	-0.2
CCSc1nc(-c2ccccc2)nc(C(Cl)Cl)n1	-19.9	-3.7	-7.0	-6.9	26.8	98.3*	6.3	24.7
CCC(C)(C)n1nnnc1C(c1ccc(F)cc1)N1CCN(C(=O)c2ccco2)CC1 (configuration not stated)	18.0	-2.7	-0.6	4.9	1.3	15.2	12.1	-2.1
COCCN1CC(C(=O)NCc2ncccc2C)CCC1=O (configuration not stated)	8.1	-1.7	0.9	-2.8	-0.8	-5.6	-2.6	-3.8
COc1ccc(-c2cc(C(=O)OCC(=O)c3ccc(C)c([N+](=O)[O-])c3)c3ccccc3n2)cc1	13.6	-0.5	2.0	-4.2	1.6	19.0	9.4	-1.4
COc1ccc(CC(=O)Nc2ccc(NC(=O)c3ccc(Br)cc3)cc2)cc1OC	5.6	-2.4	-3.9	3.6	-2.3	28.9	10.6	-5.6
O=C(O)c1sc2cc(C(F)(F)F)cnc2c1-c1cccs1	9.6	-2.6	7.6	20.1	-0.3	7.2	-7.5	0.8
Cc1ccc2nc3c(cc2c1)c(NC(=O)c1ccccn1)nn3CC(C)C	26.0	-3.2	-11.2	-17.9	-0.3	7.8	14.3	-0.3
CCn1c(CCCOc2ccc(Cl)cc2Cl)nnc1SCC(=O)Nc1cc(F)ccc1C	26.4	-4.1	7.2	1.5	10.1	21.4	-1.1	0.1
Cc1cc(C)c(NC(=O)c2ccc[n+](Cc3ccc([N+](=O)[O-])cc3)c2)c(C)c1	18.6	-1.8	-0.7	18.5	-0.8	-15.4	-12.6	-4.1
Cc1cc(C)n2nc(CNS(=O)(=O)c3ccc(F)cc3)nc2n1	-5.7	-2.2	0.2	-9.1	-3.3	-0.7	1.0	0.2
COCCN(C(=O)c1cc(OC)c(OC)c(OC)c1)c1c(N)n(Cc2ccccc2)c(=O)[nH]c1=O	8.5	-2.6	4.4	0.3	0.1	3.1	-0.2	2.8
CC(C)(C)c1ccc(-c2nc3[nH]c(=O)cc(NC(=O)c4ccco4)n3n2)cc1	18.2	0.5	-20.3	-161.2	7.8	-7.2	-3.2	9.8
COCCn1cnc2c1c(=O)n(Cc1cc(C(C)=O)ccc1OC)c(=O)n2Cc1ccccc1	10.7	-1.8	4.8	-11.6	-0.9	2.2	5.4	-6.2
CC(C)N1CC(COc2ccccc2Cl)OC1=O (configuration not stated)	10.2	-0.6	-1.6	-12.3	-0.1	27.8	14.7	1.8
O=C(Nc1ccc(/C=C/c2nc3ccccc3o2)cc1)c1ccc(F)cc1	9.9	-0.6	-12.6	-168.3	2.3	9.8	-2.1	-2.5
O=C(CN1CCN(Cc2ccc(F)cc2)CC1)Nc1nc2ccccc2s1	6.6	1.3	11.8	-9.4	0.4	7.0	16.1	-3.1
C=CCn1c(Cc2ccccc2)n[nH]c1=S	2.2	-6.3	5.7	-2.6	1.1	28.0	10.4	-0.9
O=C(COC(=O)C12CC3CC(CC(O)(C3)C1)C2)NCCc1ccc(Cl)cc1	18.5	-3.5	2.0	13.6	0.0	18.1	-3.9	-0.4

Whole records, quoted from the list.
Shown for `O=C(Nc1ccc(/C=C/c2nc3ccccc3o2)cc1)c1ccc(F)cc1` → tim23-1 inh = 9.9; APJ ag = -0.6; Jurkat NFkB inh = -12.6; 697 NFkB inh = -168.3; CHOP UPR activ = 2.3; Mdm2-MdmX inh = 9.8; APJ antagonist = -2.1; UPR XBP1 act = -2.5
Shown for `CCn1c(CCCOc2ccc(Cl)cc2Cl)nnc1SCC(=O)Nc1cc(F)ccc1C` → tim23-1 inh = 26.4; APJ ag = -4.1; Jurkat NFkB inh = 7.2; 697 NFkB inh = 1.5; CHOP UPR activ = 10.1; Mdm2-MdmX inh = 21.4; APJ antagonist = -1.1; UPR XBP1 act = 0.1

Mdm2-MdmX inh, hit marks shown above
molecule,APJ ag,Jurkat NFkB inh,697 NFkB inh,Mdm2-MdmX inh,APJ antagonist,UPR XBP1 act
CCSc1nc(-c2ccccc2)nc(C(Cl)Cl)n1,-3.7,-7.0,-6.9,98.3*,6.3,24.7

More records follow.
SMILES	tim23-1 inh	APJ ag	Jurkat NFkB inh	697 NFkB inh	CHOP UPR activ	Mdm2-MdmX inh	APJ antagonist	UPR XBP1 act
CCOC(=O)C1CCN(S(=O)(=O)c2ccccc2)CC1	9.7	-3.7	15.6	-5.8	0.0	17.3	6.0	-2.5
CC1(c2ccccc2Cl)NC(=O)N(CC(=O)N2CCN(S(=O)(=O)c3ccccc3)CC2)C1=O (configuration not stated)	-6.4	-3.7	1.3	12.0	-1.1	2.5	16.0	-3.4
O=C(O)CC(NC(=O)Cc1ccccc1)c1ccccc1 (configuration not stated)	-3.5	0.7	5.3	3.5	0.4	-24.7	8.6	2.2
COc1ccccc1CNC(=O)COC(=O)/C=C/c1ccc2c(c1)OCO2	13.0	-1.0	-19.1	-25.3	4.7	-23.2	-7.7	1.1
CC(=O)N1CCOc2ccc(S(=O)(=O)NCc3ccccc3Cl)cc21	-4.5	-1.7	-6.4	-9.0	0.1	-6.6	-23.5	-5.4
CC1Cc2ccccc2N1C(=O)c1ccc(N2CCCCC2)c([N+](=O)[O-])c1 (configuration not stated)	19.2	1.2	-19.6	-2.2	2.6	7.1	0.7	0.7
C=CCNC(=O)c1sc(-c2ccccc2)nc1C	4.3	-0.4	-4.9	6.0	2.9	11.7	5.3	-0.1
O=C(CN1C(=O)NC2(CCCCC2)C1=O)Nc1ccc2c(c1)OCCCO2	6.4	-3.5	-107.2	-101.3	3.8	-120.7	17.3	2.0
Cc1cc(Cl)ccc1Oc1cccc(C(=O)/C(C#N)=C/N(C)C)c1	-0.8	-4.1	5.8	9.4	0.5	-1.9	-17.1	-0.3
COc1cc(C(c2c(C)[nH][nH]c2=O)c2c(C)[nH][nH]c2=O)ccc1OC(C)C	31.1	-1.9	2.6	34.3	1.4	7.8	6.6	-1.7
Cc1noc(C)c1S(=O)(=O)N1CCC(C(=O)N2CCN(c3ccccc3Cl)CC2)CC1	14.2	-2.8	-1.3	-17.1	-0.4	19.1	3.0	-1.3
Cc1cc(C(=O)Cn2nc(C(=O)O)c3ccccc3c2=O)c(C)n1-c1ccccc1	30.3	-3.1	-33.3	-61.0	0.4	48.4	8.3	-0.6
Cc1nnc2n1N=C(c1ccccc1)CS2	2.2	0.7	0.7	15.0	-0.2	17.5	15.7	-4.5
CCOc1ccccc1C(=O)N/N=C/c1ccoc1	-0.2	-6.5	4.7	16.7	0.2	11.0	7.7	-0.3
COC(=O)C1(C)NC(c2ccc(C)cc2)C2C(=O)N(c3ccc(F)cc3)C(=O)C21 (configuration not stated)	12.1	-2.0	21.0	14.5	3.6	-9.3	1.0	0.3
Cc1cc(C)c2c(=O)n(CC(=O)Nc3cccc(F)c3)sc2n1	14.9	-0.9	9.1	-11.7	-0.3	20.9	-33.0	-1.7
O=c1[nH]c2cccc(Cl)c2n(CCNc2ncc(C(F)(F)F)cc2Cl)c1=O	18.6	-1.2	6.4	-23.6	0.1	23.5	13.0	-2.0
COc1ccc(OC)c(NC(=O)C2=C(C)NC(=O)NC2c2cccs2)c1 (configuration not stated)	2.0	-3.2	-4.2	24.2	0.8	5.2	-2.5	-0.2
O=[N+]([O-])c1cc(-c2n[nH]c(-c3ccccc3)n2)cc([N+](=O)[O-])c1	3.9	5.3	6.4	1.6	0.2	14.0	-41.5	2.2
COc1ccc(Oc2coc3cc(OC(=O)/C=C/c4ccc(F)cc4)ccc3c2=O)cc1	11.3	5.6	-15.4	-0.1	6.1	8.6	-0.9	2.3

At a glance, some entries already given:
SMILES	tim23-1 inh	APJ ag	Jurkat NFkB inh	697 NFkB inh	CHOP UPR activ	Mdm2-MdmX inh	APJ antagonist	UPR XBP1 act
O=c1[nH]c2cccc(Cl)c2n(CCNc2ncc(C(F)(F)F)cc2Cl)c1=O	18.6	-1.2	6.4	-23.6	0.1	23.5	13.0	-2.0
COc1ccc(OC)c(NC(=O)C2=C(C)NC(=O)NC2c2cccs2)c1 (configuration not stated)	2.0	-3.2	-4.2	24.2	0.8	5.2	-2.5	-0.2
O=[N+]([O-])c1cc(-c2n[nH]c(-c3ccccc3)n2)cc([N+](=O)[O-])c1	3.9	5.3	6.4	1.6	0.2	14.0	-41.5	2.2
